TRPV1 agonist – HTS Assay for Compounds that Act as Agonists of the Vanilloid Receptor 1; 0.19% of 320,000 active; Transient receptor potential cation channel subfamily V member 1 (Homo sapiens), Q8NER1; TRPV1-expressing cells, Fluo-8 calcium influx, agonist mode; AID 540275, 2011; activation, % at 8.33 µM; in the data active = activation above about 80%; inconclusive = between about 30% and that limit; note: 0% is about no effect
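TRPV1-expressing cells were cultured overnight at 35.5C and loaded with Fluo-8 calcium dye for 40 to 90 min at room temperature. After a 10 s baseline, compound was added and calcium influx was read kinetically for 3 min (ex 480/em 520 nm).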
BRCA1 expr act – qHTS Assay to Identify Small Molecule Activators of BRCA1 Expression. 1.1% of 380,000 active. MCF7-BRCA1-FFLuc reporter, luminescence, 48 h; response scale: scaled: vehicle 0%, 10 µM genistein 100%. Potency, µM (doses to about 46.1 µM), for the others: top-dose activation, hits mostly activators; note: potency is the fitted concentration of half-maximal effect; nearly all actives have a fitted effect of over 80% in size; some results filed as inactive show a strong effect at the top dose
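First, MCF7-BRCA1-FFLuc cells (2000/well) attach for 2 h; next, compounds are pin-added and incubated 48 h at 37 °C; finally, luciferase reagent is added and luminescence read after 15 min.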
RORgamma inh – qHTS for inhibitors of ROR gamma transcriptional activity. Potency, µM (highest dose often 53.6 µM), for inactives: at the top dose activity change, negative = inhibition, actives largely listed as inhibitors. 5.4% of 310,000 active. Nuclear receptor ROR-gamma (Mus musculus), P51450. Drosophila S2 Gal4-RORgamma UAS-luciferase reporter, 20 h; note: potency is the fitted concentration of half-maximal effect; % is set by controls: 0 for no effect and ±100 for the full control effect; nearly all actives have a fitted effect of over 60% in size
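Luciferase reporter read in Schneider cells carrying Gal4-RORγ (mouse) and UAS-Photinus luciferase; cells given compound 1 h before 700 uM copper sulfate induction, then incubated 20 h at ambient temperature.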
p53 reactivation – qHTS assay for re-activators of p53 using a Luc reporter; Potency, µM (series often up to 92.2 µM), inactives show at the top dose activity change, positive = activation, usual class: activators; AID 504706, 2011; 0.063% of 320,000 active; H1299 p53-A138V BP100-luciferase reporter, luminescence, 24 h; note: potency is the fitted concentration of half-maximal effect; % of control where 0% means no effect; nearly all actives have a fitted effect of over 45% in size
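H1299 (p53-null), stable ts p53-A138V + BP100-Luc; 1000 cells/well, Opti-MEM/10% FBS; cpd 4 pt, 1:5; 24 h, 37 deg C, 5% CO2; detection reagent 10 min RT; luminescence.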
FLuc modulator – qHTS profiling assay for firefly luciferase inhibitor/activator using purifed enzyme and Km concentrations of substrates (counterscreen for miR-21 project); Potency, µM (top dose mostly 57.5 µM), for inactives: top-dose activity change, negative = inhibition, hits mostly inhibitors; purified FLuc, Km substrates, luminescence inhibition; Luciferin 4-monooxygenase (Photinus pyralis), P08659; 6.9% of 360,000 active;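 note: potency is the fitted concentration of half-maximal effect; plate controls were vehicle for no effect and reference inhibitor for full effect; nearly all actives have a fitted effect of over 55% in size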
Target sequence (P08659 whole entry, looked up): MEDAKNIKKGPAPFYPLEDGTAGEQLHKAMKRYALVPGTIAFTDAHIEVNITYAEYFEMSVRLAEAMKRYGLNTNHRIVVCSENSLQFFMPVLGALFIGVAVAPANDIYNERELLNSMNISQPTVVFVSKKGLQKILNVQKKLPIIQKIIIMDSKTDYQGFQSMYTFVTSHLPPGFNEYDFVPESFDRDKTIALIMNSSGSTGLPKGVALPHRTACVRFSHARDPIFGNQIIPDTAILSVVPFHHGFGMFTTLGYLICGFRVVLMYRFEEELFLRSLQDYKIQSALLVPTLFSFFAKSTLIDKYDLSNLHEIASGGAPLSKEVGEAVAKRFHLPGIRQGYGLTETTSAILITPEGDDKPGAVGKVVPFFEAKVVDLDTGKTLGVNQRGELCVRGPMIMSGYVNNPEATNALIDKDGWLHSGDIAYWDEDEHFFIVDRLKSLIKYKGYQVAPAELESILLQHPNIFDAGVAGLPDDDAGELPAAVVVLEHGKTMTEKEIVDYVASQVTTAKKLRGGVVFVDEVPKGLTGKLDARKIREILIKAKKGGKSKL
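Biochemical qHTS of compounds, final roughly 60 µM downward over six points, against 10 nM purified firefly luciferase using Km concentrations of substrates (10 uM D-luciferin, 10 uM ATP) in Tris acetate pH 7.5 buffer; luminescence output.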
ELG1 genotox – qHTS screen for small molecules that induce genotoxicity in human embryonic kidney (HEK293T) cells expressing luciferase-tagged ELG1; Potency, µM (doses to about 46 µM), without a hit: at the top dose activity change, positive = activation, hits mostly activators; HEK293T ELG1-luciferase reporter, luminescence, 16 h; AID 504466, 2011; 1.3% of 330,000 active; note: potency is the fitted concentration of half-maximal effect; % of control where 0% means no effect; nearly all actives have a fitted effect of over 60% in size
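Step 1: seed 2,000 HEK293T ELG1-luciferase cells per well. Step 2: add compound or DMSO, incubate 16 hr at 37 °C. Step 3: ONE-Glo, 30 min at room temperature, read luminescence.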
ELG1 repair inh – qHTS screen for small molecules that inhibit ELG1-dependent DNA repair in human embryonic kidney (HEK293T) cells expressing luciferase-tagged ELG1. HEK293T ELG1-luciferase reporter, luminescence, 16 h; DNA damage induced by 5-fluorouridine. Potency, µM (titrated, usually from 46.1 µM), for the others: top-dose activity change, negative = inhibition, most hits filed as inhibitors. 2.3% of 330,000 active; note: potency is the fitted concentration of half-maximal effect; % is set by controls: 0 for no effect and ±100 for the full control effect; nearly all actives have a fitted effect of over 55% in size
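Step one: seed 2,000 cells per well. Step two: pin-transfer compound or DMSO alongside 5-fluorouridine. Step three: incubate 16 hr, 37 °C, 5% CO2. Step four: add ONE-Glo, wait 30 min, read luminescence.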
Tb PFK inh – qHTS Assay to Find Inhibitors of T. brucei phosphofructokinase. Potency, µM (titrated, usually from 57.5 µM), for inactives: at the highest dose activity, negative = inhibition, usual class: inhibitors. ATP-dependent 6-phosphofructokinase (Trypanosoma brucei brucei), O15648. T. brucei PFK, ADP-Glo luminescence. 0.17% of 330,000 active;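 note: potency is the fitted concentration of half-maximal effect; 0% = uninhibited 1x PFK enzyme wells and -100% = no-enzyme wells; nearly all actives have a fitted effect of over 60% in size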
Target sequence (O15648 whole entry, looked up): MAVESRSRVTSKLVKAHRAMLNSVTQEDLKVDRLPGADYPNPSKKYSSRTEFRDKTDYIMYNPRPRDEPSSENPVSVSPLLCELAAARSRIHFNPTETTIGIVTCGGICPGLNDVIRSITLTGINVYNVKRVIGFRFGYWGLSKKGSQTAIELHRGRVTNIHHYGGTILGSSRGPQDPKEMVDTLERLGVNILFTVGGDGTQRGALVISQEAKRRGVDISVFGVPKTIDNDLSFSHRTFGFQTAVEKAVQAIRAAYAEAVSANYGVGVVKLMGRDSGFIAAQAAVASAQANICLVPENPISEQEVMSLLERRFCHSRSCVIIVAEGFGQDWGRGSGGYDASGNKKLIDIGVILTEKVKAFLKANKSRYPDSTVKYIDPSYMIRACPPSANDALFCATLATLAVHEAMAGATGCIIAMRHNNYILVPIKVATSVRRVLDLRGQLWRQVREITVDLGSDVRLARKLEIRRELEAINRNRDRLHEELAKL
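PFK 1.25 nM, F6P 0.5 mM, ATP 0.1 mM, 0.1 M TEA pH 8.0, 5 mM MgCl2, 0.01% Tween20, 0.1% BSA; 45 min RT. ADP-Glo readout. qHTS titration up to 57 uM; curves fitted, compounds curve-classed.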
Rab9 promoter act – qHTS Assay for Rab9 Promoter Activators; Huh7 Rab9 promoter-luciferase reporter, luminescence, 24 h; Potency, µM (series often up to 9.22 µM), without a hit: at the top dose activation, negative = inhibition, hits mostly activators; 2.8% of 320,000 active; AID 485297, 2010; note: potency is the fitted concentration of half-maximal effect; % of control where 0% means no effect; nearly all actives have a fitted effect of over 60% in size
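Measured in stably transfected Huh7 cells bearing a Rab9 promoter–luciferase construct: 24 h compound treatment at 37 °C, followed by luminescence detection.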
VP16 counter – VP16 counterscreen qHTS for inhibitors of ROR gamma transcriptional activity; Drosophila S2 Gal4-VP16 UAS-luciferase, luminescence, 20 h; Potency, µM (highest dose often 53.6 µM), without a hit: at the top dose activity, negative = inhibition, most hits filed as inhibitors; 3.5% of 310,000 active; AID 2546, 2010;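 note: Gal4-VP16 expression switched on by copper sulfate through the metallothionein promoter; potency is the fitted concentration of half-maximal effect; % is set by controls: 0 for no effect and ±100 for the full control effect; nearly all actives have a fitted effect of over 50% in size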
NPC1 promoter act – qHTS Assay for NPC1 Promoter Activators | Huh7 NPC1 promoter luciferase reporter, 24 h | Potency, µM (doses to about 9.22 µM), inactives show at the top dose activation, most hits filed as activators | 2.4% of 320,000 active;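 note: potency is the fitted concentration of half-maximal effect; % of control where 0% means no effect; nearly all actives have a fitted effect of over 60% in size; reporter is driven by a mutant NPC1 promoter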
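Stably transfected Huh7 (NPC1 promoter→luciferase), 1500 cells/well in Opti-MEM + 10% FBS, 2 h settle, then compound 24 h at 37 °C. Luminescence after 10 min with Amplite reagent.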
The depositor's hits bear a star; ? = inconclusive; . = no result given; [ ] = dose if it differs, or a comment. Unless noted, calls come from the whole dose curve; as a rule, active = well fitted curve in the direction sought with a large enough effect; inconclusive = small, poorly fitted or top-dose-only effect, or another doubt; inactive = no such curve, though single readings can be large; an effect the other way counts as inactive or inconclusive.

SMILES	TRPV1 agonist	BRCA1 expr act	RORgamma inh	p53 reactivation	FLuc modulator	ELG1 genotox	ELG1 repair inh	Tb PFK inh	Rab9 promoter act	VP16 counter	NPC1 promoter act
Cn1cc(CN2CCC(CO)CC2)c(-c2ccc(Oc3ccccc3)cc2)n1	5.4	-1.4%	4.3%	-7.4%	3.8%	-3.6%	3.4%	2.4%	-6.9%	1.4%	0.3%
CN(C)CC(C)(C)CNC(=S)Nc1ccc(S(=O)(=O)N2CCOCC2)cc1	0.3	-9.6%	-3.3%	2.4%	0.7%	0.2%	1.8%	-0.3%	-5.9%	3.7%	0.6%
CCOc1ccccc1OCC(=O)NN=C1CCCC(=O)C1	.	-15.6%	.	8.9%	.	0.7%	1.2%	6.3%	.	.	.
COCCNC(=O)c1cc2c(=O)[nH]c3ccccc3c2s1	2.2	22.6%	-36.4%	-2.1%	-9.2%	-11.1%	15.8%	4.5%	6.7%	-17.1%	-0.9%
CCn1ncc(CN2CCC(Oc3cc(C(=O)NC4CC4)ccc3OC)CC2)c1C	1.5	5.0%	-27.7%	15.3%	4.3%	7.9%	0.7%	0.2%	0.4%	5.0%	-3.0%
Cc1cc(C)n(CC(O)CN2C(=O)NC(C)(C)C2=O)n1 (centres undefined)	-0.7	12.0%	-22.8%	2.7%	1.0%	-1.5%	4.6%	8.3%	-5.7%	-6.8%	-0.5%
O=C(Cc1n[nH]c(=O)c2ccccc12)OCC(=O)c1ccc2c(c1)OCCO2	-0.5	-81.9%[inhibitor]	-25.8%	23.3%	13.5µM*	?	?	2.5%	-10.1%	-1.5%	-7.5%
Cc1ccc(N(C)S(=O)(=O)c2c(C)[nH]c(C)c2C(=O)N2CCCC2)cc1	3.3	2.5%	-2.0%	-4.6%	0.1%	2.0%	11.5%	-4.8%	-2.3%	-1.5%	0.4%
Cc1cc(C)cc(S(=O)(=O)c2cn(C)c3cc(N4CCN(C)CC4)c(F)cc3c2=O)c1	-0.4	-7.3%	-7.4%	-0.7%	0.8%	0.0%	-2.7%	1.1%	-20.5%	-5.2%	-39.5%[inhibitor]
Cc1c(NC(=O)c2ccc3c(c2)OCO3)cccc1-c1nc2ccccc2o1	14.9	-31.9%	36.9%	-1.2%	9.53µM*	-7.7%	?	0.6%	0.0%	-2.7%	-3.9%
COCCN(C(=O)c1ccccc1OC)c1nnc(C)s1	2.5	-3.5%	-21.2%	6.4%	-1.2%	-0.7%	?	0.9%	-4.3%	-1.8%	-1.5%
Cc1[nH]c2c(C)cccc2c1CCNS(=O)(=O)c1cccc([N+](=O)[O-])c1	0.8	-3.6%	31.8%	-5.1%	-1.6%	-0.7%	-15.7%	0.0%	-7.5%	-10.0%	-1.2%
Cn1c(C(=O)N2CCc3ccccc3C2)cc2c(=O)n3ccccc3nc21	12.0	89.2%	-1.0%	0.0%	?	8.4%	?	3.6%	10.1%	3.0%	4.5%
COCCNc1nnc(SCC(=O)NNC(=O)c2ccccc2)s1	-0.9	-2.8%	-2.3%	-3.0%	-6.4%	3.4%	12.9%	-2.8%	2.0%	7.7%	-0.7%
Cc1ccc(SCC(=O)NNC(=O)c2ccccc2)cc1C	-1.7	2.5%	-3.4%	-0.6%	6.1%	-2.2%	0.0%	-0.5%	1.8%	1.0%	-5.5%
COc1ccc(CCNC(=O)c2cc(-c3cc(Cl)ccc3O)n[nH]2)cc1OC	5.9	-59.0%	-17.5%	0.7%	-3.1%	-13.1%	?	-1.7%	-6.2%	-4.0%	-2.9%
CCN1C(=O)CC(C(=O)Nc2ccc(F)cc2)SC1=Nc1cccc(OC)c1 (centres undefined)	23.6	-11.6%	9.2%	-1.4%	4.3%	-1.0%	-17.8%	-1.9%	2.4%	3.5%	1.4%
CN1CCOCCOCCN(C)C1=O	-0.2	0.0%	1.4%	2.4%	1.2%	1.7%	-0.5%	-1.0%	-2.2%	-1.3%	0.0%
O=C(NC1CCCCC1)c1cccnc1Sc1ccccc1	-1.3	-1.6%	-5.2%	-10.5%	3.2%	0.6%	2.1%	1.6%	-0.1%	14.0%	-3.5%
Cc1ccc(-n2c(C)cc(C)c(C#N)c2=O)cc1Cl	?	-22.5%	-7.0%	1.4%	6.1%	2.6%	-1.3%	1.8%	2.5%	-7.4%	1.7%

Entries of single compounds, looked up by structure.
`Cc1cc(C)n(CC(O)CN2C(=O)NC(C)(C)C2=O)n1` (centres undefined) reads TRPV1 agonist: -0.7; BRCA1 expr act: 12.0%; RORgamma inh: -22.8%; p53 reactivation: 2.7%; FLuc modulator: 1.0%; ELG1 genotox: -1.5%; ELG1 repair inh: 4.6%; Tb PFK inh: 8.3%; Rab9 promoter act: -5.7%; VP16 counter: -6.8%; NPC1 promoter act: -0.5%
`Cc1c(NC(=O)c2ccc3c(c2)OCO3)cccc1-c1nc2ccccc2o1` reads TRPV1 agonist: 14.9; BRCA1 expr act: -31.9%; RORgamma inh: 36.9%; p53 reactivation: -1.2%; FLuc modulator: 9.53µM*; ELG1 genotox: -7.7%; ELG1 repair inh: ?; Tb PFK inh: 0.6%; Rab9 promoter act: 0.0%; VP16 counter: -2.7%; NPC1 promoter act: -3.9%

The list continues:
SMILES	TRPV1 agonist	BRCA1 expr act	RORgamma inh	p53 reactivation	FLuc modulator	ELG1 genotox	ELG1 repair inh	Tb PFK inh	Rab9 promoter act	VP16 counter	NPC1 promoter act
CCN(CC)C(=O)CSc1nnc(-c2ccc(S(=O)(=O)NCc3ccccc3Cl)cc2)o1	0.7	-7.1%	17.0%	-2.1%	2.7%	-2.0%	-9.5%	-1.4%	-8.5%	-5.5%	-11.7%
CCOc1ccccc1N(CC(=O)N/N=C(\C)c1cccc(Br)c1)S(C)(=O)=O	-2.2	-27.2%	8.9%	-5.6%	0.0%	-6.0%	?	-0.3%	-5.9%	3.5%[10 µM]	-4.3%
COc1cccc(C(=O)NCC(=O)N2CCC(C)CC2)c1	-0.2	85.0%	-1.3%	14.6%	?	?	?	-1.8%	?	4.9%	28.4%
O=S(=O)(Nc1ccccc1N1CCOCC1)c1c(F)cc(F)cc1Br	.	-6.8%	.	0.6%	.	-4.1%	5.9%	0.0%	.	.	.
O=C(O)c1ccc(NC(CSCc2cccc(F)c2)C(=O)O)c([N+](=O)[O-])c1 (centres undefined)	0.9	-1.5%	5.2%	6.6%	-6.0%	-0.4%	13.8%	1.2%	2.1%	-1.9%	3.4%
CCSc1nnc(NC(=O)C(C)(C)C)s1	12.9	?	-26.1%	?	?	?	?	-0.6%	?	-1.2%	28.8%
CC(=O)c1cc(C(=O)c2ccccc2)sc1Nc1ccccc1	27.8	19.3%	?	3.5%	?	8.3%	16.3%	-1.7%	0.7%	19.1%	16.6%
COc1cccc(OC(=O)N2CCOCC2)c1	12.6	9.8%	-10.2%	8.1%	-5.2%	7.9%	?	-1.8%	0.0%	5.4%[10 µM]	9.3%
COc1cccc(OCC(O)CN2C(C)CCCC2C)c1 (centres undefined)	0.4	55.5%	-15.3%	25.9%	1.7%	-0.8%	2.1%	-0.6%	1.4%	-1.8%	-0.2%
COc1ccc(S(=O)(=O)Nc2cccc(/C=C/C(=O)O)c2)cc1	-0.5	-16.5%	23.2%	10.1%	-0.4%	0.5%	?	15.6%	-3.3%	-5.0%	-3.0%
COc1ccccc1C(=O)Nc1ccc(C)cc1C(=O)c1ccccc1	18.1	4.3%	-10.5%	-1.8%	-9.3%	-2.3%	?	0.3%	-0.5%	-13.0%	-4.2%
Cc1nn(-c2ccccc2[N+](=O)[O-])c(=O)c2ccccc12	0.0	27.1%	11.2%	1.4%	4.3%	5.7%	?	1.7%	-4.9%	-20.4%	-1.7%
COC(=O)c1ccc(NC(=O)CSc2ccccn2)cc1	-1.6	5.3%	5.0%	10.0%	?	?	0.0%	-1.7%	13.1%	?	2.3%
C/C(=N\NC(=O)C1CCCC1)c1ccc(C(C)C)cc1	?	82.5%	32.9%	19.7%	?	15.4%	?	2.6%	9.3%	13.4%	21.9%
CCOc1cc(C)c(S(=O)(=O)Nc2ccc3cn[nH]c3c2)cc1C	-3.3	-54.4%	11.3%	-9.8%	-5.0%	-6.2%	-0.7%	0.8%	-30.2%[inhibitor]	-16.5%	-2.9%
